Screens (PubChem)
TRb-SRC2 inh: TRbeta-SRC2 interaction inhibition; P10828; TRbeta-SRC2 peptide binding, fluorescence polarization; receptor liganded with 1 µM T3; Potency, µM (titrated, usually from 106 µM), for inactives: top-dose activity change, negative = inhibition, actives largely listed as inhibitors; hit rate 0.065% among 280,000; AID 1469;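 also: plate controls were bound peptide for no effect and peptide without receptor for full effect; nearly all actives have a fitted effect of over 50% in size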
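Fluorescence polarization of 20 nM Texas Red SRC2 peptide with 0.6 uM human TRb ligand-binding domain, in Tris buffer with 1uM T3 and 5% DMSO. Incubated 5 hr ambient; normalized to unbound and bound controls.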
GoLoco inh red: blocks human Gai1 binding to RGS12 GoLoco peptide, red readout | Potency, µM (highest dose often 61.6 µM), for the others: at the highest dose activity, negative = inhibition, hits mostly inhibitors | hit rate 0.44% among 230,000 | P63096 | Gai1:RGS12 GoLoco peptide FP, rhodamine, 10 min; active = well fitted inhibition curve with a large enough effect, not every such curve was filed as active; inactive = no such curve, though single readings can be large or run the other way; also: % is scaled to controls: 0 for no effect and ±100 for the full control effect; nearly all actives have a fitted effect of over 30% in size; many of its hits are not listed in these tables
Target sequence (P63096 whole entry, looked up): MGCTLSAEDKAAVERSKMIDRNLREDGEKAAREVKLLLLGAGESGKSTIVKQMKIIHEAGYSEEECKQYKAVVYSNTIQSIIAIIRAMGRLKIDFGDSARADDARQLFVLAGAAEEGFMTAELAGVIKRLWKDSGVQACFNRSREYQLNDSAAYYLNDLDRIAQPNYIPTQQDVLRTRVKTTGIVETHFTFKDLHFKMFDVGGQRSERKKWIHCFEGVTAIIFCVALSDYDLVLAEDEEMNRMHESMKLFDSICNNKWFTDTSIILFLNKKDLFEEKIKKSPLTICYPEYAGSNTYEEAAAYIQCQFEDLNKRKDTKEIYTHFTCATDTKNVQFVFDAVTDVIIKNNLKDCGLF
ALDH1A1 inh: blocks purified human ALDH1A1 activity. P00352. Purified ALDH1A1, NADH fluorescence, propionaldehyde substrate. Potency, µM (doses to about 75.3 µM), without a hit: at the top dose activity, negative = inhibition, usual class: inhibitors. hit rate 7.3% among 220,000. AID 1030; active = well fitted inhibition curve with a large enough effect, not every such curve was filed as active; inconclusive = small, poorly fitted or top-dose-only effect, or another doubt; inactive = no such curve, though single readings can be large or run the other way;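 also: plate controls were no enzyme wells and a reference inhibitor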
TexasRed fluor: alters Texas Red total fluorescence, flagging assay interference | TRb/SRC2 Texas Red total fluorescence interference | Potency, µM (top dose mostly 106 µM), for the others: top-dose fluorescence change, negative = quenching | hit rate 0.29% among 280,000; active = well fitted curve in either direction with a large enough effect; inconclusive = small, poorly fitted or top-dose-only effect; also: % is scaled to controls: 0 for no effect and ±100 for the full control effect
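Flags fluorescent or light-absorbing compounds by total fluorescence, S + 2P, at 555 nm excitation and 632 nm emission. Mixture: 20 nM Texas Red SRC2 peptide, 0.6 uM human TRb LBD, 1 uM T3, 5% DMSO; compound exposure 5 h at ambient temperature.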
RECQ1 helicase: inhibitors of human RECQ1 DNA helicase; P46063; Potency, µM (doses to about 57.3 µM), inactives show at the top dose activity, negative = inhibition, hits mostly inhibitors; RECQ1 DNA unwinding, red fluorescence kinetic read; hit rate 0.54% among 240,000;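 also: plate controls were vehicle for no effect and no enzyme for full effect; nearly all actives have a fitted effect of over 30% in size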
Target sequence (P46063 whole entry, looked up): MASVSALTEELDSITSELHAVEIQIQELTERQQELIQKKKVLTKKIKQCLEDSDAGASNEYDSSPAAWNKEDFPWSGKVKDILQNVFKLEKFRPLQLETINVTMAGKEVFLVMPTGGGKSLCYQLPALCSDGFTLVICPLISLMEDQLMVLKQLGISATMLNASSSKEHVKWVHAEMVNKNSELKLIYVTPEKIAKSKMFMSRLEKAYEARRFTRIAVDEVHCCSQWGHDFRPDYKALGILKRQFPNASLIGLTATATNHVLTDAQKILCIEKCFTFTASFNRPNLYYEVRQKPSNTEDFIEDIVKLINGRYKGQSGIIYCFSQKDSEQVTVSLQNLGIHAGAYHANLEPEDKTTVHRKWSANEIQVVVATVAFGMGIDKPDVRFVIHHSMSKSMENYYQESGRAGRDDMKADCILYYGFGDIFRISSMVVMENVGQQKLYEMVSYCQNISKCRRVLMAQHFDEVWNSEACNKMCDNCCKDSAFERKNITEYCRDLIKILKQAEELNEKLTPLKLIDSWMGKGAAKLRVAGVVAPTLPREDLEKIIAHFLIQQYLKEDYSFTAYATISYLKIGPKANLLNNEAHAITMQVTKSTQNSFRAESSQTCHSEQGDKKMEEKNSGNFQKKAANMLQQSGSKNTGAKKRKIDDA
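RECQ1T1 50 nM; forked duplex (20 bp + 30-nt ss tails) 200 nM, ATP 2 mM final; pH 8.0, 2 mM MgCl2, 2.5 ug/ml poly(dI-dC); 15 min compound preincubation; discontinuous kinetic read over 2 h at RT.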
SMN2 splice enh: increases expression of the SMN2 splice variant. HEK293 SMN2-luciferase splicing reporter, luminescence, 30-36 h. Potency, µM (doses to about 46.1 µM), without a hit: top-dose activity change, positive = activation, most hits filed as activators. hit rate 2.8% among 210,000; also: % of control where 0% means no effect; nearly all actives have a fitted effect of over 55% in size
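HEK293 cells carry an SMN2 minigene-luciferase reporter in which exon 7 inclusion puts luciferase in frame. Cells were seeded at 2000 cells/well, attached for 10-12 hours, then exposed to compounds for 30-36 hours at 37C before ONE-Glo luminescence.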
KDM4E inh: JMJD2E (human) inhibition. B2RXH2. JMJD2E catalytic domain, FDH-coupled NADH fluorescence (FDH is formaldehyde dehydrogenase). Potency, µM (highest dose often 57.1 µM), without a hit: at the top dose activity change, negative = inhibition, most hits filed as inhibitors. hit rate 1.6% among 230,000. AID 2147; active = well fitted inhibition curve with a large enough effect, not every such curve was filed as active; inconclusive = small, poorly fitted or top-dose-only effect, or another doubt; inactive = no such curve, though single readings can be large or run the other way;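 also: 0% = wells with enzyme and -100% = buffer wells without enzyme; nearly all actives have a fitted effect of over 50% in size; many of its hits are not listed in these tables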
Lamin A splicing: LMNA splicing modulation; HeLa LMNA splicing GFP/RFP minigene ratio, 48 h; Potency, µM (doses to about 46.1 µM), inactives show at the highest dose ratio change, negative = inhibition, actives largely listed as inhibitors; hit rate 0.01% among 200,000; AID 1487; active = well fitted inhibition curve with a large enough effect in the signal ratio, with a control signal flat, not every such curve was filed as active; inconclusive = small, poorly fitted or top-dose-only effect, or effect the other way, or a change in a side signal; the % refers to the signal ratio; also: % is scaled to controls: 0 for no effect and ±100 for the full control effect
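S3 HeLa cells stably expressing lamin A-EGFP splicing minigene plus DsRed2, 600 cells/well, 48 h compound exposure at 37C. Laser-scanning cytometry; analysed as GFP (500-530 nm)/RFP (575-640 nm) total intensity ratio; 0.5% DMSO vehicle.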
Numbers without * were called inactive; i = inactive; ? = inconclusive; nt = no result given; & = joins results of further samples; [ ] = remark or other dose. Unless noted, calls follow the shape of the dose curve; as a rule, active = well fitted curve in the direction sought with a large enough effect; inconclusive = small, poorly fitted or top-dose-only effect, or another doubt; inactive = no such curve, though single readings can be large; an effect the other way counts as inactive or inconclusive. Potency is read from the fitted curve at half-maximal effect. The list is partial. The share of hits here may be higher or lower than overall.

entry	Compound	TexasRed fluor	ALDH1A1 inh	Lamin A splicing	SMN2 splice enh	TRb-SRC2 inh	GoLoco inh red	RECQ1 helicase	KDM4E inh
1	CCCS(=O)(=O)N1CCCC(C(=O)N2CCN(C(=O)OCC)CC2)C1 (stereo not drawn)	1%	7%	9%	-4%	-9%	1%	i	0%
2	Cc1cc2cc(CCNC(=O)c3ccc(S(=O)(=O)N4CCOCC4)cc3)c(=O)[nH]c2cc1C	1%	?	-15%	-24%	-22%	-8%	-13%	-6%
3	O=C(Nc1ccccc1Br)C1CC(=O)N(c2ccc3c4c(cccc24)CC3)C1 (stereo not drawn)	-9%	20µM*	?	-14%	2%	-4%	0%	1%
4	O=C(COC(=O)c1ccccc1)Nc1ccccc1N1CCOCC1	4%	?	-6%	?	3%	0%	-5%	1%
5	CCCCOc1ccc(C2(C)CC(=O)NC2=O)cc1 (stereo not drawn)	3%	6%	4%	-12%	3%	-3%	-11%	11%
6	Fc1ccc(-c2nnc(CSc3nnc(-c4cccs4)o3)o2)cc1	-3%	-2%	-7%	-19%	0%	19%	-6%	-13%
7	CC(=O)Cc1nsc(NC(=O)c2ccc(-c3ccc(Cl)c(C(F)(F)F)c3)o2)n1	-2%	5%	?	-6%	-6%	0%	-6%	?
8	CC1=NN2C(=N)/C(=C\c3cc(C)n(-c4cccc(C)c4)c3C)C(=O)N=C2S1	0%	nt	nt	nt	-2%	11%	-8%	?
9	C=CCn1cc(/C=N/N2C(=O)C3C4C=CC(C4)C3C2=O)c2ccccc21 (stereo not drawn)	-2%	25µM*	11%[46 µM]	-2%	-2%	16%	i	15%
10	CC1=CC(C)(C)n2c(O)c(N=NC(N)=S)c3cc(C)cc1c32	1%	11%	7%	8%	3%	12%	-1%	0%
11	COc1ccc(C(=O)CC(c2ccccc2)C2C(=O)CCCC2=O)cc1 (stereo not drawn)	-1%	-19%	2%	-8%	3%	-6%	i	-2%
12	CCN(CC)c1ccc(NC(=O)c2nc3nc(C)cc(C(F)F)n3n2)cc1	0%	11µM*	-9%	3%	5%	47%[activator]	-5%	-12%

Single records, as listed above:
Listed for `O=C(COC(=O)c1ccccc1)Nc1ccccc1N1CCOCC1` = TexasRed fluor: 4%; ALDH1A1 inh: ?; Lamin A splicing: -6%; SMN2 splice enh: ?; TRb-SRC2 inh: 3%; GoLoco inh red: 0%; RECQ1 helicase: -5%; KDM4E inh: 1%
Listed for `CC1=CC(C)(C)n2c(O)c(N=NC(N)=S)c3cc(C)cc1c32` = TexasRed fluor: 1%; ALDH1A1 inh: 11%; Lamin A splicing: 7%; SMN2 splice enh: 8%; TRb-SRC2 inh: 3%; GoLoco inh red: 12%; RECQ1 helicase: -1%; KDM4E inh: 0%

Part of the list above, reformatted:
The line under a structure holds: TexasRed fluor, ALDH1A1 inh, Lamin A splicing, SMN2 splice enh, TRb-SRC2 inh, GoLoco inh red, RECQ1 helicase, KDM4E inh
(3) O=C(Nc1ccccc1Br)C1CC(=O)N(c2ccc3c4c(cccc24)CC3)C1 (stereo not drawn)
→ -9%, 20µM*, ?, -14%, 2%, -4%, 0%, 1%
(4) O=C(COC(=O)c1ccccc1)Nc1ccccc1N1CCOCC1
→ 4%, ?, -6%, ?, 3%, 0%, -5%, 1%

Next records:
entry	Compound	TexasRed fluor	ALDH1A1 inh	Lamin A splicing	SMN2 splice enh	TRb-SRC2 inh	GoLoco inh red	RECQ1 helicase	KDM4E inh
13	O=C1NC(=O)c2cc(NC(=O)C3CCCO3)ccc21 (stereo not drawn)	-1%	?	3%	3%	-4%	8%	-14%	?
14	COc1ccc(C2=NOC(CNC(N)=S)C2)cc1 (stereo not drawn)	0%	-10%	nt	13µM*	0%	5%	-17%	2%
15	Cc1ccc(-c2csc(N(CC3CCCO3)C(=O)c3ccco3)n2)cc1 (stereo not drawn)	0%	?	?	-46%[inhibitor]	1%	15%	-11%	-7%
16	Cn1c(=O)c(-c2ccccc2)nc2cnc(OCc3ccccc3)nc21	nt	?	-9%	nt	nt	0%	i	nt
17	COc1ccc(C2CC(=O)c3cnc(NC(=O)c4ccccc4)nc3C2)cc1OC (stereo not drawn)	-2%	-8%	-7%	-1%	-10%	2%	1%	6%
18	COC(=O)C1=C(NC(=O)c2cccs2)CCS1	2%	5%	2%	0%	-1%	10%	-6%	-2%
19	FC(F)(F)c1ccc(-c2noc(CN3CCCN(C4CCCCC4)CC3)n2)cc1	-2%	6%	19%[46 µM]	nt	10%	30%[activator]	13%	-30%
20	COc1cc(OC)c2c(=O)c(OC)c(-c3ccc(OC)c(OC)c3)oc2c1	-2%&-1%	13%	5%	7%	-3%&-9%	7%&14%	-3%&-6%	?
21	CCOC(=O)/C(C#N)=C/Nc1ccsc1C(=O)OC	-1%	?	18%[46 µM]	nt	6%	8%	-9%	?
22	O=C(NC1CCCC1)C(c1cccs1)N(C(=O)c1ccco1)c1ccc2c(c1)OCCO2 (stereo not drawn)	-4%	?	-1%	46%	2%	3%	-18%	11%
23	COc1cccc(N2CC(C(=O)Nc3nnc(SCc4ccccn4)s3)CC2=O)c1 (stereo not drawn)	-3%	?	-2%	7%	0%	21%	-3%	-6%
24	CC1CN(Cc2nc3c(c(=O)[nH]c(=O)n3C)n2CCN2CCOCC2)CC(C)O1 (stereo not drawn)	0%	3%	-6%	41%	-9%	5%	-4%	-1%

The list goes on:
entry	Compound	TexasRed fluor	ALDH1A1 inh	Lamin A splicing	SMN2 splice enh	TRb-SRC2 inh	GoLoco inh red	RECQ1 helicase	KDM4E inh
25	COc1ccc(Cc2nnc(NS(=O)(=O)c3ccccc3)s2)cc1	-1%	?	-4%[46 µM]	nt	-12%	0%	1%	-5%
26	CN(C)c1ccc(CNC(=O)CN(C)S(=O)(=O)c2cccc3cccnc23)cc1	0%	?	-5%	-15%	2%	-10%	-11%	-12%
27	Cc1c(NC(=O)C2CCN(S(=O)(=O)c3ccccc3)CC2)c(=O)n(-c2ccccc2)n1C	0%	-11%	12%	-30%	5%	2%	i	10%
28	O=C(NCC(c1cccnc1)N1CCOCC1)Nc1ccccc1 (stereo not drawn)	-3%	9%	-1%	-14%	-2%	2%	-5%	3%
29	Cc1ccc(-n2ncc(C#N)c2/N=C/N(C)C)cc1	1%	?	?	-33%[inhibitor]	10%	-1%	-5%	-3%
30	CCCCN1C=C(C(=O)OC)C(c2ccccc2Cl)C(C(=O)OC)=C1	-1%	?	nt	-39%[inhibitor]	-4%	3%	-2%	?
31	O=C(NN1C(=O)c2ccccc2C1=O)c1ccccc1[N+](=O)[O-]	0%	-2%	4%[46 µM]	-6%	-5%	-7%	-3%	-7%
32	CCOC(=O)C1C(C)N=C2SCC(=O)N2C1c1cccc(Br)c1 (stereo not drawn)	27%	-3%	?	-7%	28%	116%[activator]	-20%	-5%
33	Cc1cc2cc(C(c3nnnn3Cc3ccco3)N3CCCCC3)c(=O)[nH]c2cc1C (stereo not drawn)	1%	?	2%	-1%	-8%	27%	-3%	-6%
34	Cc1nnc(SCc2ccc(C(=O)c3ccc(Cl)cc3)o2)n1-c1ccccc1	2%	?	?	-9%	-10%	-1%	i	-3%
35	CCOC(=O)N1CCN(C(=O)C2CCN(S(=O)(=O)c3c(C)cc(C)cc3C)CC2)CC1	-3%	7%	2%	-9%	3%	0%	-12%	3%
36	COCCCNC(=O)C(=O)NCCCOC(C)C	3%	0%	-2%	-1%	-2%	4%	4%	9%

Remaining list, next part:
entry	Compound	TexasRed fluor	ALDH1A1 inh	Lamin A splicing	SMN2 splice enh	TRb-SRC2 inh	GoLoco inh red	RECQ1 helicase	KDM4E inh
37	COc1ccc(C(CNC(=O)Cc2cc(OC)c(OC)c(OC)c2)N2CCCC2)cc1 (stereo not drawn)	-4%	-5%	-2%	11%	-6%	7%	-3%	4%
38	Cc1ccc(C(=O)NCCOc2cccc(C)c2)cc1	-1%	6%	11%[46 µM]	26%	-1%	6%	i	3%
39	Cn1c(=O)c(C(=O)CSc2ccccc2)c(N)n(Cc2ccccc2)c1=O	-2%	7%	?	-19%	3%	3%	-8%	-4%
40	CCOC(=O)Nc1c(C)n(C)n(-c2ccccc2)c1=O	3%	-2%	-4%	12%	1%	0%	-15%	5%
41	COc1cc(C2C(C(C)=O)=C(O)C(=O)N2CCN2CCOCC2)ccc1O (stereo not drawn)	-1%	?	1%	14%	8%	-7%	-4%	-21%
42	COc1ccccc1C(=O)NCc1ccncc1	1%	13%	10%	-11%	-11%	-6%	0%	-2%
43	CC(=O)COc1ccccc1OC(=O)c1ccco1	-4%	5%	10%	4%	-3%	11%	-14%	-3%
44	CCCCCCc1nc2ccccc2c(=O)n1NC(=O)c1c(O)c2cccc3c2n(c1=O)CCC3	-4%	2%	-5%	-27%	-13%	2%	-6%	-7%
45	Cc1nc(CC(C)C)cc(C(=O)N2CCCC(CNS(=O)(=O)c3cccs3)C2)n1 (stereo not drawn)	-1%	-9%	?	nt	11%	-8%	1%	11%
46	CCOC(=O)N1CN(C(=O)OCC)CN(C(=O)OCC)C1	-3%	-2%	nt	nt	0%	1%	i	-5%
47	O=C1NC2(Nc3ccccc31)C(=O)Nc1ccc(Br)cc12 (stereo not drawn)	-2%	?	-10%[46 µM]	11%	-3%	19%	9%	?
48	COc1ccc(C(=O)N/N=C(\C)CC(=O)N2CCN(C=O)CC2)cc1	?	?	-1%	3%	-9%	-2%	-13%	-2%
49	CCc1nc2ccccc2c(C(=O)OCc2nnc(-c3ccccc3)o2)c1C	-3%	?	?	-9%	-4%	17%	-6%	2%
